TRPC4 act: TRPC4 (mouse) channel activation | 310,000 compounds, 0.49% hits | HEK293 TRPC4beta/mu-opioid, Fluo4 calcium fluorescence; active compounds read high | B-score at 10 µM | Q9QUQ5 | AID 2237;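 active means B-score above 5 SD of library B-scores, and initial fluorescence ratio not above library mean plus 5 SD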;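 further: positive B-score marks a calcium rise read as TRPC4 activation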
Target sequence (Q9QUQ5 whole entry, looked up): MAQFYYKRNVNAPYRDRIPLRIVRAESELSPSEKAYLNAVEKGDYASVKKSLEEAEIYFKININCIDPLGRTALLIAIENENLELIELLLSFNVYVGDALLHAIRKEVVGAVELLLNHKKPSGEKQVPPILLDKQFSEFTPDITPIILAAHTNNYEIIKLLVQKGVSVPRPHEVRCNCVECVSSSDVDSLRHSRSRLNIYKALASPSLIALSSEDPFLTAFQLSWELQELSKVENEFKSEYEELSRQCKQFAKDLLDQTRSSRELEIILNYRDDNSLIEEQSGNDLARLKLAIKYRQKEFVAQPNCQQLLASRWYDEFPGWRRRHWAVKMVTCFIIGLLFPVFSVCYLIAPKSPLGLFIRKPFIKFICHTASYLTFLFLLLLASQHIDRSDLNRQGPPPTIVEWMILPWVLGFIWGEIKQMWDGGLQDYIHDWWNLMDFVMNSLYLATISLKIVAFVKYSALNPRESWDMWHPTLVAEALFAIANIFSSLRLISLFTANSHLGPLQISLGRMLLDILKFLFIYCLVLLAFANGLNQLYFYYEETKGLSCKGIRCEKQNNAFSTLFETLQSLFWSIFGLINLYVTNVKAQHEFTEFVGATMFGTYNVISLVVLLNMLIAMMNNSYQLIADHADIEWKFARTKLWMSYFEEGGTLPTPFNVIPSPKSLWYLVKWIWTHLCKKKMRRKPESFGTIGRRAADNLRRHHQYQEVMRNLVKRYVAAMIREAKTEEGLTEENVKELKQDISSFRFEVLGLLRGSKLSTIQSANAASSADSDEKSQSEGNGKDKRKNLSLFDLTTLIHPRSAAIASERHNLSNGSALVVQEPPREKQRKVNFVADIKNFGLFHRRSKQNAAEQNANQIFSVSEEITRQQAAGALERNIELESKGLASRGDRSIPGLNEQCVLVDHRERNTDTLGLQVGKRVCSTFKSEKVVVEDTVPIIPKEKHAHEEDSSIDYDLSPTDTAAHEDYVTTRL
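Assay system: HEK293 stable line with TRPC4beta plus mu-opioid receptor; schedule: 45 min room-temperature Fluo4 loading, 110 s read; technique: kinetic Fluo4 calcium fluorescence; evaluation: integrated baseline-normalised fluorescence ratio, converted to per-well B score; controls: buffer (low) and maximal DAMGO (high)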
MrgX1 antagonist: human MrgX1 receptor antagonism, primary screen; Q96LB2; MRGX1-HEK293 calcium flux, Fluo-4, BAM8-22 antagonism; active compounds read low; B-score at 10 µM; 310,000 compounds, 1.3% hits; AID 588676;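 active means calcium-response B-score plate-corrected more than 3 library SD below zero, starting fluorescence within 5 deviations, no agonist response on first addition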;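 further: peak minus trough fluorescence over baseline after final BAM8-22 challenge near maximal dose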
SKKanGAS inh: inhibitors of SKKanGAS S. pyogenes growth in kanamycin (SK-promoter or general growth effect); inhibition, % at 7.5 µM; BacTiter-Glo, 6 h; 300,000 compounds, 1.3% hits;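 active means mean replicate score, as percent of positive control median, at least 50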;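 further: strain carries kanamycin resistance gene driven by streptokinase promoter and grows in 40 µg/ml kanamycin; loss of luminescence reflects streptokinase promoter inhibition or plain growth inhibition; 0% = median of DMSO wells and 100% = positive control at its reference dose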
IEC-6 tox: kills IEC-6 intestinal cells in KLF5 counter-screen; IEC-6 cytotoxicity, luminescence viability; inhibition, % at 5 µM; 290,000 compounds, 0.78% hits; AID 1825; in the data active means inhibition above about 22%;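 further: 0% = plate median of test compound wells and 100% = cytotoxic reference compound wells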
TRPC4 potent: TRPC4 (mouse) allosteric potentiation; Q9QUQ5; HEK293 TRPC4beta/mu-opioid, DAMGO EC20, Fluo-4 Ca2+ flux; active compounds read high; B-score at 10 µM; 310,000 compounds, 0.42% hits; AID 2227;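 active means B-score of calcium response area above 5 SD of library B-scores, with initial fluorescence ratio within 5 SD of library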;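 further: B-score of integrated fluorescence ratio over time as area under calcium response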
KLF5 inhibitor: inhibitors of KLF5 expression | DLD-1 KLF5 promoter-luciferase reporter, luminescence | inhibition, % at 5 µM | 290,000 compounds, 0.23% hits;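 active means inhibition above a per-plate limit of that plate's mean compound inhibition plus 3 SD, cut at about 60% in these data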;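 further: 0% = DMSO wells and 100% = LY294002 at 200 µM; higher means less KLF5 promoter-driven luciferase light; inactives centre near -14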
HIF act: HIF pathway transcriptional activation | U2OS HRE-luciferase reporter, luminescence; normalized: DMSO 0%, desferrioxamine 100% | activation, % at 7.5 µM (by protocol) | 300,000 compounds, 0.32% hits;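 active means mean activation of at least 10% of the iron chelator positive control signal, with at least half of replicates also reaching 10%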
TRPC4 inh: blocks the mouse TRPC4 cation channel | Q9QUQ5 | HEK293 TRPC4beta/mu-opioid, DAMGO-evoked Fluo4 calcium flux; active compounds read low | B-score at 10 µM | 300,000 compounds, 0.39% hits | AID 2247;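 active means B-score over 3 SD under the library average, no early fluorescence shift, positive overall ratio signal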
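Assay system: HEK293 cells with stable TRPC4beta plus mu-opioid receptor expression. Dosing: single dose. Measured by: Fluo4 Ca2+ flux fluorescence. Also added: DAMGO in two steps, submaximal then maximal. Read-out: B score from integrated Fluo4 fluorescence ratio.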
aSyn UTR inh: MLPCN primary screen, SNCA 5' untranslated region | alpha-synuclein 5'UTR reporter, inhibitor activity | 300,000 compounds, 0.82% hits | inhibition, % (tested at 7.5 µM); in the data active means inhibition above about 60%;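 further: H4 neuroglioblastoma cells stably carrying SNCA 5'UTR luciferase fusion; 0% = DMSO wells and 100% = positive control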
TRPC6 activator: activators of mouse TRPC6 channel | Q61143 | HEK293-TRPC6 membrane potential dye fluorescence; active compounds read high | B-score at 10 µM | 310,000 compounds, 0.13% hits | AID 2550;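 active means B-score of the integrated fluorescence ratio above library mean plus 3 SD, and starting fluorescence ratio within library mean plus 5 SD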;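 further: higher score means more depolarization so channel activation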
TRPC6 inh: blocks the mouse TRPC6 cation channel | Q61143 | HEK293-TRPC6, membrane potential dye, ACh-evoked depolarization; active compounds read low | B-score at 10 µM | 310,000 compounds, 1.1% hits | AID 2553;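 active means B-score under library mean minus 3 SD, initial fluorescence not abnormally high, positive integrated signal ratio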;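 further: B-score derived from integrated fluorescence ratio over the kinetic read; more negative B-score means stronger inhibition of depolarization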
The depositor's hits bear a star; i = inactive; . = no result given. Random draw from the library. Share with any hit: about 5.8%.

SMILES	TRPC4 act	MrgX1 antagonist	SKKanGAS inh	IEC-6 tox	TRPC4 potent	KLF5 inhibitor	HIF act	TRPC4 inh	aSyn UTR inh	TRPC6 activator	TRPC6 inh
COc1ccc(Br)cc1CNC(=O)C1CCN(S(=O)(=O)N2CCC(C)CC2)CC1	i	i	1	4	i	-23	-0.5	i	30	i	i
O=C(Cc1ccccc1)NCCCN1CCN(CCCNC(=O)Cc2ccccc2)CC1	i	i	5	2	11*	-20	-0.2	i	-5	i	i
O=S(=O)(c1ccccc1)N1CCN(c2nc3ccccc3s2)CC1	i	i	-3	1	i	-18	2.2	i	-83	i	i
CNC(=O)c1[nH]cnc1C(=O)N[C@@H](CC(C)C)C(=O)OC(C)(C)C	i	i	-5	8	i	-16	-0.3	i	-12	i	i
O=C(COC(=O)c1cccc(C(F)(F)F)c1)NCc1ccc(Cl)cc1	i	i	-4	-8	i	3	-0.2	i	-10	i	i
Cc1ccc(C)c(NS(=O)(=O)c2ccc(OCC(=O)NCc3ccccn3)cc2)c1	i	i	-7	1	i	-14	-0.1	i	12	i	i
CN(C(=O)CCn1c(=S)oc2ccccc21)C1CCCCC1	i	i	2	-9	i	-25	-0.1	i	26	i	i
CCC(C)[C@H](NC(=O)NCC1CCCO1)C(=O)OC (stereo partly specified)	i	i	1	2	i	-3	-6.2	i	8	i	i
Cc1ccc(OCCOc2cccc(Br)c2)c([N+](=O)[O-])n1	i	i	3	3	i	-72	2.4	i	-190	i	i
CC1CCN(C(=O)CN2C(=O)C(C)(C)Oc3ccc(C(=O)NC4CCCC4)cc32)CC1	i	i	-1	6	i	0	-0.3	i	1	i	i
CC1CCN(S(=O)(=O)c2ccc(Cl)cc2)CC1	i	i	1	1	i	-45	-0.4	i	6	i	i
CC(=O)Nc1ccc(NC(=O)c2ccccc2S(=O)(=O)c2ccccc2[N+](=O)[O-])cc1	i	i	-4	1	i	-1	0.1	i	-81	i	i
CC(=O)c1cccc(N(C(=O)Cn2nnc3ccccc32)C(C(=O)NCC2CCCO2)c2ccc(N3CCOCC3)cc2)c1 (stereo unspecified)	i	i	-3	7	i	-31	0.0	i	7	i	i
COc1cccc(-c2csc(NC(=O)C3CC3)n2)c1	i	i	-9	-3	i	-140	3.2	i	-161	i	i
CN(C)S(=O)(=O)c1ccc(C(=O)Oc2coc(CSc3ncccn3)cc2=O)cc1	i	i	.	-10	i	-19	-0.2	i	-3	i	i
O=C(Nc1nnc(SCc2ccccn2)s1)C1CC(=O)N(c2ccc(F)cc2)C1 (stereo unspecified)	i	i	-2	-2	i	-36	0.0	i	2	i	i
CN(Cc1ccccc1)C(=O)COC(=O)C1=NNC(=O)CC1	i	i	-15	-8	i	23	0.0	i	14	i	i
Cc1cc(C)c(/C=N/n2c(C)cc(C)c(C#N)c2=O)c(C)c1	i	i	8	8	i	-30	-0.3	i	23	i	i
Cc1[nH]c(=O)[nH]c(=O)c1CSc1nnc([C@@H](NC(=O)OC(C)(C)C)C(C)C)o1	i	i	8	4	i	-38	-0.3	i	0	i	i
CCc1ccc2oc(=O)cc(CN3CCN(c4ccc(F)cc4)CC3)c2c1	i	i	0	1	i	9	-0.7	i	6	i	i
COc1ccc(CCNC(=O)CN(c2cccc([N+](=O)[O-])c2)S(C)(=O)=O)cc1	i	i	-1	2	i	-19	-1.1	i	6	i	i
O=C(CSc1nnc(SCc2ccc(Cl)cc2)s1)N/N=C/c1ccc(C(=O)O)cc1	i	i	29	-4	i	-12	0.1	i	8	i	i
O=C(NCc1ccccn1)C12CC3CC(CC(C3)C1)C2	i	i	-6	7	i	-15	-0.3	i	3	i	i
CC(Oc1ccccc1)C(=O)OCC(=O)N1CC(=O)Nc2ccccc21 (stereo unspecified)	i	i	6	-2	i	-10	0.4	i	-11	i	i
O=[N+]([O-])c1ccc(S(=O)(=O)Nc2cccc(-c3ccc(N4CCCC4)nn3)c2)cc1	i	i	0	.	i	.	0.7	i	-11	i	i
COc1cccc(/C=N/NC(=O)CCC(=O)Nc2ccc(Br)cc2)c1	i	i	-4	6	i	-34	-2.9	i	8	i	i
CCN1CCN(C(c2cccs2)C(C)NS(=O)(=O)c2ccc(C)cc2)CC1 (stereo unspecified)	i	i	4	6	i	-10	0.0	i	-34	i	i
O=C(Cc1ccccn1)c1ccc(O)cc1O	i	-4.7*	-5	-2	i	-15	0.0	i	-2	i	i
O=C(NCCN=C1NS(=O)(=O)c2ccccc21)c1ccc2nccnc2c1	i	i	-2	-9	i	-7	-0.8	i	19	i	i
CCOC(=O)c1cc(/C(C)=N/OC(=O)c2ccc(C(C)(C)C)cc2)on1	i	i	0	-7	i	15	.	i	.	i	i
CCCNS(=O)(=O)c1ccc(N2CCCC2=O)c([N+](=O)[O-])c1	i	i	-4	-3	i	19	-0.1	i	-10	i	i
O=C(Cc1ccc(Br)cc1)Nc1ccc2[nH]ncc2c1	i	i	-3	-8	i	-18	-4.5	i	11	i	i
COc1ccccc1C(=O)NCCCNC(=O)c1cnccn1	i	i	-2	-2	i	-8	-0.4	i	5	i	i
Cc1ccc(-n2ncc3c(SCC(N)=O)ncnc32)cc1C	i	.	-2	-2	i	-116	8.2	i	-119	i	i
N/C(=N\OC(=O)CCC(=O)O)c1ncc(C(F)(F)F)cc1Cl	i	i	2	-1	i	8	-0.3	i	7	i	i
O=C(OC1CCCCC1=O)c1cc(=O)c2ccccc2o1 (stereo unspecified)	i	i	1	1	i	-82	0.9	i	8	i	i
NCCCCNCCCN	i	i	0	.	i	.	0.2	i	16	i	i
Cn1c(=O)[nH]c(=O)c2c1nc(CN1CCN(c3cccc(Cl)c3)CC1)n2Cc1ccccc1Cl	i	i	14	2	i	-10	1.5	i	17	i	i
COc1cc2c(cc1OC)[C@H](C)N(C(=O)NCc1ccccc1)CC2	i	i	-5	5	i	10	-1.6	i	22	i	i
Oc1c(C(c2ccccn2)N2CCC(Cc3ccccc3)CC2)cc(Cl)c2cccnc12 (stereo unspecified)	i	i	75*	-1	i	-17	0.6	i	-28	i	i
COc1ccccc1NC(=O)CN1CCCCC1	i	i	-10	-5	i	5	0.2	i	11	i	i
NC(=S)N/N=C/c1cc([N+](=O)[O-])ccc1OCCOc1ccccc1	i	i	-3	-8	i	-11	-0.1	i	9	i	i
CC(C)OC(=O)c1nnc(Cc2ccc(F)cc2)o1	i	i	-9	.	i	.	-0.5	i	4	i	i
Cc1ccc(-n2cc(-c3ccccc3)c3c(NN4CCOCC4)ncnc32)cc1	i	i	2	-5	i	-31	-0.6	i	18	i	i
COC(=O)C1(C(C[N+](=O)[O-])c2ccco2)C(=O)NCC1c1ccccc1 (stereo unspecified)	i	i	-2	0	i	-24	-0.9	i	2	i	i
CCCc1cc(=O)oc2c(C)c(OCC(=O)NCCN3CCOCC3)ccc12	i	i	-1	3	i	-8	0.0	i	-4	i	i
C(=N\Nc1nc(N2CCCC2)nc(N2CCCC2)n1)/c1ccncc1	i	i	1	5	i	3	-0.9	i	-23	i	i
O=C(CN1C(=O)C2CCCCC2C1=O)Nc1nccs1 (stereo unspecified)	i	i	-4	7	i	-12	-0.4	i	-12	i	i
COc1ccc(N2CCOCC2)c(NC(=O)c2cc3ccccc3o2)c1	i	i	-1	0	i	-10	0.0	i	17	i	i
Cc1ccc2nc(N3C(=O)C(O)=C(C(=O)c4ccco4)C3c3cccc(O)c3)sc2c1 (stereo unspecified)	i	i	24	-3	i	-32	1.9	i	-22	i	i
O=C(NCC1CCCO1)c1ccc2c(c1)ncn2-c1cccc(F)c1 (stereo unspecified)	i	i	-4	6	i	-8	0.4	i	-5	i	i
COc1cc(NC(=S)N2CCN(C/C=C/c3ccccc3)CC2)cc(OC)c1	i	i	-15	-4	i	-9	0.0	i	11	i	i
COc1ccc(COc2ccsc2C(=O)Nc2ccc(Cl)cc2)cc1	i	i	-1	4	i	24	0.8	i	-57	i	i
Cc1ccc(N(CC(=O)N2CCN(c3ccc(F)cc3)CC2)S(=O)(=O)c2c(C)noc2C)cc1	i	i	-1	-3	i	16	0.1	i	17	i	i
Cc1ccc(S(=O)(=O)N2CCN(C)CC2)cc1C	i	i	0	-4	i	-37	0.3	i	-2	i	i
Clc1ccc(Cn2ncc3c(NCc4ccccc4)ncnc32)c(Cl)c1	i	i	20	7	i	-12	0.1	i	39	i	i
CC(C)Nc1nc(NC(C)C)nc(N(C#N)C(C)C(=O)N(C)C)n1 (stereo unspecified)	.	.	-2	5	.	-11	0.4	.	21	.	.
CC(NC(=O)CCCCCCN1C(=O)c2ccccc2C1=O)c1ccc2c(c1)CCCC2 (stereo unspecified)	i	i	6	-2	i	-6	-0.9	i	8	i	i
O=C(O)CCNC(=O)/C(=C/c1ccco1)NC(=O)c1ccco1	i	i	-3	2	i	-86	0.1	i	-8	i	i
Cc1nn(CCC#N)c(N)c1C1(O)C(=O)Nc2c(Cl)cc(Cl)cc21 (stereo unspecified)	i	i	7	12	i	-17	-0.2	i	-14	i	i
(further entries)
SMILES	TRPC4 act	MrgX1 antagonist	SKKanGAS inh	IEC-6 tox	TRPC4 potent	KLF5 inhibitor	HIF act	TRPC4 inh	aSyn UTR inh	TRPC6 activator	TRPC6 inh
COc1cccc(C=Nc2ccccc2C(=O)Nc2nccs2)c1OC	i	i	-3	0	i	-38	1.8	i	-47	i	i
CCCOc1ccc(/C=N/NC(=O)c2c(-c3ccccc3)noc2C)cc1OC	i	i	4	0	i	9	-0.1	i	-10	i	i
COc1c(Cl)cc(Cl)cc1CNCCO	i	i	5	-2	i	-23	0.1	i	-6	i	i
O=C1NC(c2ccccc2)(C(F)(F)F)SC2=NCCCN12 (stereo unspecified)	i	i	-7	0	i	-1	0.0	i	14	i	i
COC(=O)CCC(=O)NS(=O)(=O)c1ccc(N=NN2CCOCC2)cc1	i	i	-13	-1	i	-26	-0.7	i	-25	i	i
CC1Cc2ccccc2N1C(=O)COc1cccc(-n2cnnn2)c1 (stereo unspecified)	i	i	9	-1	i	-4	-0.2	i	12	i	i
COc1ccccc1Nc1ncnc2ccc(C)cc12	i	i	-2	3	i	-8	0.3	i	-7	i	i

Structures above shown as hits in MrgX1 antagonist:
| molecule | MrgX1 antagonist | TRPC4 potent | KLF5 inhibitor | TRPC4 inh | aSyn UTR inh | TRPC6 activator |
| --- | --- | --- | --- | --- | --- | --- |
| O=C(Cc1ccccn1)c1ccc(O)cc1O | -4.7* | i | -15 | i | -2 | i |

From PubChem
